# Screening results as filed in PubChem.
# TDP43 rescue = qHTS of TDP-43 Inhibitors; TDP-43 expressing yeast growth rescue, BacTiter-Glo, 24 h; Potency, µM (doses to about 46.1 µM), for inactives: at the top dose growth rescue (activation), most hits filed as activators; 1.8% of 410,000 active; note: % of control where 0% means no effect; nearly all actives have a fitted effect of over 50% in size
#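 Yeast cells expressing TDP-43 under galactose induction are exposed to compounds for 24 hr at 30 deg C. BacTiter-Glo luminescence measures growth, so protective compounds score as activators.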
# FUS suppressor = qHTS for Suppressors of FUS Proteinopathy: Primary screen using FUS-linked yeast assay. Potency, µM (titrated, usually from 76.6 µM), for the others: at the highest dose growth rescue (activation), actives largely listed as activators. S. cerevisiae FUS-expressing, growth rescue, OD600, 24 h. 0.24% of 390,000 active;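 note: plate controls were DMSO vehicle for no effect and reference control for full effect; nearly all actives have a fitted effect of over 55% in size; some results filed as inactive show a strong effect at the top dose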
#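 Galactose (2%) drives FUS expression in yeast precultured in raffinose; seeding density OD 0.005. Test compounds incubated 24hr at 30C and 99% humidity before absorbance at 600 nm was measured.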
# EPAC2 antagonist = qHTS for Antagonist of cAMP-regulated guanine nucleotide exchange factor 2 (EPAC2): primary screen; Potency, µM (series often up to 114 µM), for the others: at the highest dose activity, negative = inhibition, most hits filed as inhibitors; EPAC2 GEF exchange of Rap1B-BODIPY-GDP, fluorescence; Rap guanine nucleotide exchange factor 4 (Homo sapiens), Q8WZA2; 0.18% of 360,000 active; note: % is set by controls: 0 for no effect and ±100 for the full control effect; nearly all actives have a fitted effect of over 45% in size; many of its hits are not listed in these tables
# EPAC1 antagonist = qHTS for Antagonist of cAMP-regulated guanine nucleotide exchange factor 3 (EPAC1): primary screen; Potency, µM (top dose mostly 115 µM), for inactives: at the top dose activity change, negative = inhibition, usual class: inhibitors; Rap guanine nucleotide exchange factor 3 (Homo sapiens), O95398; EPAC1 GEF assay, Rap1b-BODIPY-GDP exchange fluorescence; AID 720709, 2013; 0.14% of 360,000 active;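 note: plate controls were vehicle for no effect and positive control for full effect; nearly all actives have a fitted effect of over 50% in size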
# Target sequence (O95398 whole entry, looked up): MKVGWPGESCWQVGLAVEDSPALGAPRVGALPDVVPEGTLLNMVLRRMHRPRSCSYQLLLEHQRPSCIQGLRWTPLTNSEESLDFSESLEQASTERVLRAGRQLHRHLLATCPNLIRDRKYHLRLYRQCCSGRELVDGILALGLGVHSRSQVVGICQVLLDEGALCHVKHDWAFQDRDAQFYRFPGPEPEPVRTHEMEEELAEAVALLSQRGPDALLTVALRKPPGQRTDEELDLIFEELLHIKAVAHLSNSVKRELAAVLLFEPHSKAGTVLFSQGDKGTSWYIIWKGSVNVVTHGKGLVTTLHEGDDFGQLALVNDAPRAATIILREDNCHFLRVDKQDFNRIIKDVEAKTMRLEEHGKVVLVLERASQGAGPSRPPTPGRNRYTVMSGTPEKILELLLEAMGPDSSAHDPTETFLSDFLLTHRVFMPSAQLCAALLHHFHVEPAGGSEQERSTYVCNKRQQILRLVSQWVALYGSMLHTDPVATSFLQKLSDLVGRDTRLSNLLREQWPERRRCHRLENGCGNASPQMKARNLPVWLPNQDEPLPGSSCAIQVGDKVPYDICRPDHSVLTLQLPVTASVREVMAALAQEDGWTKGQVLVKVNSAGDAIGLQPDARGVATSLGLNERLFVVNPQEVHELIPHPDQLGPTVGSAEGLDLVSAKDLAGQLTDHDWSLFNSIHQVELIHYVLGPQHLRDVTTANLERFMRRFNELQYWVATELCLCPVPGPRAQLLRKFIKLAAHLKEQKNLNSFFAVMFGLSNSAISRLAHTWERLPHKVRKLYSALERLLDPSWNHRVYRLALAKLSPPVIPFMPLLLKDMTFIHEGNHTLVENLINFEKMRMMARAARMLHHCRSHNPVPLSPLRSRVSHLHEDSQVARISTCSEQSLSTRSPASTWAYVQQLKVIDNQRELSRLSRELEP
# aSyn yeast inh = qHTS of alpha-syn Inhibitors | Yeast expressing alpha-synuclein, growth rescue, BacTiter-Glo, 24 h | Potency, µM (doses to about 46.1 µM), for inactives: at the top dose growth rescue (activation), hits mostly activators | 0.14% of 370,000 active | AID 652106, 2013; note: % of control where 0% means no effect; nearly all actives have a fitted effect of over 65% in size
#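 Readout is rescue of growth in alpha-synuclein-expressing yeast, so inhibitors of toxicity appear as activators. Growth after 24 hr at 30 deg C in galactose medium is quantified by luminescence.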
# EPAC2 agonist = qHTS for Agonist of cAMP-regulated guanine nucleotide exchange factor 4 (EPAC2): primary screen; Potency, µM (titrated, usually from 154 µM), inactives show top-dose activation, most hits filed as activators; 0.079% of 360,000 active; EPAC2 activation, biochemical qHTS; response scale: 100% = 6.5 mM cAMP response; AID 720711, 2013; note: nearly all actives have a fitted effect of over 50% in size
#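 Each well held 100 nM EPAC2, 250 nM RAP1B-BODIPY-GDP and 50 uM GDP. Fluorescence, read at 5-min intervals to 30 min, was referenced to a 6.5 mM cAMP positive control.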
# EPAC1 agonist = qHTS for Agonist of cAMP-regulated guanine nucleotide exchange factor 3 (EPAC1): primary screen; AID 720707, 2013; 0.073% of 360,000 active; Rap guanine nucleotide exchange factor 3 (Homo sapiens), O95398; EPAC1 agonist qHTS, biochemical assay; response scale: 100% = response to 6.5 mM cAMP; Potency, µM (titrated, usually from 154 µM), for inactives: at the highest dose activation, actives largely listed as activators; note: nearly all actives have a fitted effect of over 60% in size
#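 Compounds were pinned as a concentration titration into mixtures of EPAC1 (100 nM), BODIPY-GDP-loaded Rap1B (250 nM) and GDP (50 uM). After 5 min at room temperature, fluorescence was followed for 30 min; activity was scaled to 6.5 mM cAMP.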
# PTHR1 ag = qHTS for PTHR1 Agonists: Primary Screen. Parathyroid hormone/parathyroid hormone-related peptide receptor (Homo sapiens), Q03431. HEK293 GP2 PTHR1 cells, GloSensor cAMP luminescence, 1 h. Potency, µM (highest dose often 115 µM), for the others: at the highest dose activation, hits mostly activators. 0.075% of 410,000 active. AID 743266, 2014; note: nearly all actives have a fitted effect of over 55% in size; some results filed as inactive show a strong effect at the top dose; inactives centre near -15; many of its hits are not listed in these tables
#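 HEK-293-derived GP2 cells expressing PTHR1 and a GloSensor cAMP reporter, 3,000/well, plated overnight, given luciferin plus IBMX (each 0.5 mM as added) for 1 h at 37 °C, then compound for 1 h at 37 °C. Luminescence was read after 15 min at room temperature.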
# Active calls of the source: *; i = inactive; ? = inconclusive; nt = not tested or not shown; & = joins results of further samples; [ ] = remark or other dose. Calls come from the whole dose curve; as a rule, active = well fitted curve in the direction sought with a large enough effect; inconclusive = small, poorly fitted or top-dose-only effect, or another doubt; inactive = no such curve, though single readings can be large; an effect the other way counts as inactive or inconclusive. Potency is the fitted concentration of half-maximal effect. An excerpt (hit frequency here may not be typical).
SMILES,TDP43 rescue,FUS suppressor,EPAC2 antagonist,EPAC1 antagonist,aSyn yeast inh,EPAC2 agonist,EPAC1 agonist,PTHR1 ag
CC(C)c1ccc(N(C(=O)c2ccc3c(c2)OCO3)C2C=CS(=O)(=O)C2)cc1 (centres undefined),-4%,-8%,-4%,-10%,-1%,-2%,16%,-24%
N#Cc1ccc(-c2ccc3nccn3c2)cc1,13%,-5%,-1%,-2%,2%,5%,7%,-7%
CCOC(=O)c1nn(-c2ccccc2)c(=O)c2c(N)scc12,-19%,19%,-7%,0%,-27%,-1%,1%,0%[57.5 µM]
CCOc1cc(/C=C2\SC(=N)N(c3nonc3N)C2=O)ccc1OCCN1CCOCC1,-6%,?,-11%,-13%,-6%,0%,-12%,-26%
COCc1c(C(=O)Nc2nc(C)cs2)oc2ccccc12,?,-17%,-5%,-13%,-11%,8%,-2%,i
CC1Cc2ccccc2N1C(=O)CCNS(=O)(=O)c1ccc2c(c1)CCC(=O)N2 (centres undefined),9%,nt,8%,-2%,2%,2%,-4%,-8%
COc1ccccc1N(C)S(=O)(=O)c1ccc(C(=O)N(C)Cc2ccc(OC(F)F)cc2)cc1,22%,33%,-2%,-23%,2%,11%,8%,-38%
CCn1c(SCC(=O)OC2CCCCC2)nc2ccccc2c1=O,-3%,nt,7%,-14%,-4%,11%,23%,-24%
O=C(Cc1ccc(S(=O)(=O)N2CCOCC2)s1)NCCOc1ccccc1,4%,18%,1%,5%,0%,-4%,6%,i
Cc1cnc(NCCc2ccccc2)s1,14%,-18%,-3%,-2%,0%,7%,1%,i

# Grouped by structure, the compounds so far containing a thiophene ring, fused or not
SMILES,TDP43 rescue,FUS suppressor,EPAC2 antagonist,EPAC1 antagonist,aSyn yeast inh,EPAC2 agonist,EPAC1 agonist,PTHR1 ag
CCOC(=O)c1nn(-c2ccccc2)c(=O)c2c(N)scc12,-19%,19%,-7%,0%,-27%,-1%,1%,0%[57.5 µM]
O=C(Cc1ccc(S(=O)(=O)N2CCOCC2)s1)NCCOc1ccccc1,4%,18%,1%,5%,0%,-4%,6%,i

# New compounds follow:
SMILES,TDP43 rescue,FUS suppressor,EPAC2 antagonist,EPAC1 antagonist,aSyn yeast inh,EPAC2 agonist,EPAC1 agonist,PTHR1 ag
COc1cc(C(C)=O)ccc1OCC(O)CN1CCN(c2ccccn2)CC1 (centres undefined),2%,0%,1%,-2%,4%,0%,8%,i
COc1cccc(OCC(O)CNC(C)c2ccccc2)c1 (centres undefined),2%,-8%,3%,-29%,-1%,9%,9%,-14%
Cc1ccccc1OCC(=O)Nc1ccc2c(c1)C(=O)N(CCC(=O)O)C2=O,-10%,-3%,1%,-20%,3%,-8%,-9%,i
CC(=O)NCCc1c[nH]c2ccc(O)cc12,16%,-14%,4%,-8%,-20%&10%,-4%,-13%,-20%
Cc1ccc(NC(=O)c2c(N3CCCC3=O)c3cc(C)ccc3n2C)c(C)c1,10%,-8%,nt,nt,-4%,nt,nt,-22%
CC(C)Oc1cccc(-c2cc(C(=O)NN3CCOCC3)c3ccccc3n2)c1,5%,26%,-1%,2%,1%,9%,-1%,i
Oc1cccc(/C=N/Nc2ncnc3c2ncn3Cc2ccccc2)c1,-15%,37%,-11%,-27%,0%,7%,7%,i
O=c1[nH]c(-c2ccc(Cl)cc2)nc(=S)[nH]1,22%,32%,-1%,2%,2%,3%,-16%,i
CC(C)CN(C(=O)C1CCCCC1)C1CCS(=O)(=O)C1 (centres undefined),14%,5%,8%,-1%,0%,5%,?,i
CC(C)CN(CC(C)C)c1nc(N)c(C#N)c(CC#N)c1C#N,-14%,20%,-3%,-13%,-1%,1%,-5%,2%[57.5 µM]
CC(=O)Nc1ccc(SCC(=O)c2cc(C)n(CC(F)(F)F)c2C)cc1,-2%,-8%,4%,-6%,1%,-10%,-7%,-14%
COc1cc(/C=N/Nc2cc(C)nc(N)n2)ccc1O,0%,21%,-11%,3%,1%,4%,-4%,i
OCC[C@H]1C[C@H](O)[C@@H](O)[C@]2(OCc3ccccc32)O1,11%,-49%,1%,-11%,-1%,-2%,-11%,-24%
CCCCCCn1c(N2CCC(C)CC2)nc2c1c(=O)[nH]c(=O)n2C,-2%,31%,-4%,-23%,-2%,-1%[15.6 µM],-2%,-19%[57.5 µM]
Nc1nc(-c2ccccc2)c(-c2ccc([N+](=O)[O-])cc2)s1,-39%[inhibitor],-11%,2%,4%,-29%,10%,-3%,-39%
COc1ccc(C(=O)NC2CC3CCCC(C2)N3Cc2ccccc2)cc1OC (centres undefined),-3%,-9%,3%,1%,-1%,12%,16%,3%
O=c1n(-c2cccc(Cl)c2)c(=O)n2n1CCC2,-13%,-8%,2%,7%,-2%,8%,12%,-2%[57.5 µM]
Cc1ccccc1NC(=O)c1nn(-c2ccc(F)c(F)c2)ccc1=O,11%,-3%,-1%,-9%,0%,4%,2%,?
Cc1ccccc1OCC(=O)N(Cc1ccco1)c1c(N)n(Cc2ccccc2)c(=O)[nH]c1=O,6%,-20%,1%,-10%,-3%,-3%,-3%,-5%
Nn1c(SCC(=O)Nc2ccc3c(c2)OCO3)nncc1=O,nt,10%,1%,0%,-1%,-3%,2%,-1%
COc1ccc(-n2nc3c(c2NC(=O)C(C)Cl)CSC3)cc1 (centres undefined),8%,12%,0%,-15%,1%,9%,3%,i
CCCCN(CCCC)C(=S)N/N=C/c1c(C)[nH]n(-c2ccccc2)c1=O,19%,37%,-6%,-25%,22%,-9%,0%,-19%[57.5 µM]
Cc1cc(C)cc(N(CC(=O)N2CCC(C)CC2)S(C)(=O)=O)c1,-7%,5%,-1%,-2%,0%,-3%,-10%,i
O=S(=O)(c1ccc(NC(=S)N/N=C/c2c3ccccc3cc3ccccc23)cc1)N1CCOCC1,?,?,6%,-21%,5%,2%,-4%,-11%
COc1cc(Cn2c(=O)c3c(OC)c(C)cnc3n(C)c2=O)cc(OC)c1,-10%,13%,-4%,-25%,-6%,15%,1%,-6%
Cc1ccc(S(=O)(=O)N2C[C@H]3C(=O)C[C@@H](c4cccc(Cl)c4)N(S(=O)(=O)c4ccc(C)cc4)[C@H]3C[C@H]2c2ccc(Cl)cc2)cc1,0%,12%,3%,-8%,-1%,6%,-9%,i
Cc1nc2ccc(S(=O)(=O)NC(C(=O)N3CCCC3)C(C)C)cc2s1 (centres undefined),12%,-17%,2%,3%,1%,7%,-9%,-26%
Cc1ccc(C(=O)COC(=O)c2ccc(O)cc2)cc1,0%,2%,?,-27%,-4%,-3%,0%,-71%[inhibitor]
O=C(NCc1ccccn1)C1CCC(=O)N1C1CCCCC1 (centres undefined),21%,11%,2%,-24%,-1%,1%,1%,-24%
COc1ccc2c(c1)C(c1ccc(N3CCOCC3)cc1)=NNC(c1cccnc1)=N2,-30%,nt,8%,4%,-6%,-2%,3%,-2%
C=CCn1c(=S)[nH]c2cc(-c3ccccc3)sc2c1=O,-20%,8%,-26%,-4%,-10%,3%,13%,-22%
COc1ccc(C(=O)Nc2cccnc2)cc1S(=O)(=O)N1CCOCC1,15%,-1%,2%,7%,nt,10%,4%,-14%
CCOCCCNC(=O)C(NC(=O)c1ccc(=O)[nH]c1)c1ccc(C)cc1 (centres undefined),-2%,-23%,9%,8%,-9%,10%,-7%,17%
Cc1cc(C(=O)CSc2ccc(F)cc2)cc(C)c1OC(=S)N(C)C,?,10%,-7%,-13%,13%,16%,4%,-65%[inhibitor][57.5 µM]
COc1cccc(CC2(CO)CCCN(Cc3nc(-c4cccs4)oc3C)C2)c1 (centres undefined),9%,11%,-10%,-8%,-5%,9%,1%,-4%
CCC(Cc1ccccc1)NC(=O)C1CCN(S(=O)(=O)c2ccc3c(c2)CC(C)N3C(C)=O)CC1 (centres undefined),-4%,?,8%,8%,0%,5%,-23%,-46%[inhibitor]
Cn1cc(SCC(=O)Nc2ccc3c(c2)OCO3)c2ccccc21,?,-1%,-13%,-4%,1%,4%,-13%,-12%
CC(C)(C)OC(=O)NCCc1onc(-c2cccc([N+](=O)[O-])c2)c1C(=O)O,12%,16%,24%,13%,-4%,2%,3%,-13%
COc1ccc(NS(=O)(=O)c2cc(N/C(=N\S(=O)(=O)c3ccccc3)c3ccc(F)cc3)ccc2Cl)cc1,17%,nt,-1%,4%,5%,9%,6%,-2%
CC(=O)Nc1cccc([N+](=O)[O-])c1,11%,-40%,-5%,-7%,9%,4%,2%,i

# Part of the list above, tab-delimited.
Compound	TDP43 rescue	FUS suppressor	EPAC2 antagonist	EPAC1 antagonist	aSyn yeast inh	EPAC2 agonist	EPAC1 agonist	PTHR1 ag
Cc1ccc(NC(=O)c2c(N3CCCC3=O)c3cc(C)ccc3n2C)c(C)c1	10%	-8%	nt	nt	-4%	nt	nt	-22%
CC(C)Oc1cccc(-c2cc(C(=O)NN3CCOCC3)c3ccccc3n2)c1	5%	26%	-1%	2%	1%	9%	-1%	i

# Following part.
SMILES,TDP43 rescue,FUS suppressor,EPAC2 antagonist,EPAC1 antagonist,aSyn yeast inh,EPAC2 agonist,EPAC1 agonist,PTHR1 ag
Cn1c(NC(=O)CC(C)(C)C)cc(=O)n(C)c1=O,7%,-33%,4%,8%,4%,6%,-13%,-25%
COc1cc(CN(CCc2c(C)[nH]c3ccc(C)cc23)C(=S)NC(C)(C)C)cc(OC)c1OC,14%,-7%,-8%,0%,-1%,24%,4%,-5%
O=C(c1cccc([N+](=O)[O-])c1)c1cc2ccccc2o1,24%,2%,1%,-15%,0%,-14%,-1%,-22%
C[C@@H]1Cn2cnc(C(=O)N[C@@H](Cc3c[nH]c4ccccc34)C(=O)OC(C)(C)C)c2C(=O)N1,0%,29%,-5%,-2%,2%,-11%,-18%,-12%
Cc1ccccc1Nc1nc(N)nc(COC(=O)CCS(=O)(=O)c2ccccc2)n1,0%,?,1%,4%,4%,0%,7%,-27%[57.5 µM]
CCOC(=O)C1CCN(C(=O)CSc2n[nH]c(=O)[nH]c2=O)CC1,2%,17%,-5%,-19%,-3%,9%,-2%,i
COC(=O)c1cccc(-c2noc(-c3ccccc3F)n2)c1,nt,-28%,2%,17%,nt,2%,-5%,-53%[inhibitor]
C=CCn1c(-c2csc3ccccc23)n[nH]c1=S,19%,24%,-4%,-22%,0%,2%,0%,i
O=C(/C=C/c1ccccc1[N+](=O)[O-])NCc1cccnc1,-11%,22%,-5%,2%,-3%,1%,8%,-4%
